Source: PubChem BioAssay
CHX counter: counter-screen hit for Shiga toxin inhibitors, cycloheximide; cell reporter, cycloheximide protein synthesis inhibition counterscreen; max response, %; 12% of 300,000 active; AID 2314; in the data active = max response mostly above about 13%, no sharp cut-off; inactive = mostly below about 14%; note: read at 38.3 µM for the half of the compounds with a filed dose; 0% is about no effect
Shiga toxin inh: Shiga toxin inhibition; Vero cells, Shiga toxin protein synthesis inhibition reporter; inhibition, % at 38.7 µM; 9.2% of 290,000 active; AID 2315; in the data active = inhibition mostly above about 28%, no sharp cut-off; inactive = mostly below about 43%; note: 0% is about no effect
Pf growth 96h: P. falciparum growth inhibition at 96 hours; P. falciparum luciferase reporter growth, 96 h; Potency, µM (doses to about 28.7 µM), for inactives: at the highest dose activity change, negative = inhibition, most hits filed as inhibitors; 6.9% of 320,000 active; note: potency is the fitted concentration of half-maximal effect; % is set by controls: 0 for no effect and ±100 for the full control effect
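Readout is luminescence from an integrated firefly luciferase in P. falciparum. Red cells, 2% hematocrit and 0.05% parasitemia final, were cultured with compound through two parasite generations (96 hours) at 37 C, 5% CO2.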
FBPA Giardia inh: inhibitors of Giardia lamblia fructose-1,6-bisphosphate aldolase. purified Giardia FBPA. 0.71% of 290,000 active. AID 2451. Potency, µM (highest dose often 59.6 µM), for inactives: at the top dose activity, negative = inhibition, actives largely listed as inhibitors. A8B2U2; note: potency is the fitted concentration of half-maximal effect; % is set by controls: 0 for no effect and ±100 for the full control effect; nearly all actives have a fitted effect of over 55% in size
Target sequence (A8B2U2 whole entry, looked up): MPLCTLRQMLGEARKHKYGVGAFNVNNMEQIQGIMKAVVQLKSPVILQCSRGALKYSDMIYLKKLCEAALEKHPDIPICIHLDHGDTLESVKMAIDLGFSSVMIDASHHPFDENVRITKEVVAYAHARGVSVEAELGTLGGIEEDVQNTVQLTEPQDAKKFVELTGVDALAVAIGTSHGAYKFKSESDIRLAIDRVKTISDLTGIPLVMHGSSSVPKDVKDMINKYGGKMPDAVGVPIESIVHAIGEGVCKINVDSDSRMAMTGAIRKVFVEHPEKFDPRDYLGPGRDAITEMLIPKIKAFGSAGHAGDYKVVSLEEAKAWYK
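Giardia FBPA (40 nM reagent) was preincubated 10 min at RT with compound (up to 57.5 uM final), then substrate plus GAPDH/TPI/NAD/arsenate coupling system with diaphorase/resazurin was added; resorufin fluorescence (525/598 nm) was read after 20 min.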
HCV inhibitor: HCV inhibition | Huh7.5.1 HCVcc-Cre infection, luciferase reporter, 44 h | Potency, µM (series often up to 41.8 µM), for inactives: top-dose activity change, negative = inhibition, most hits filed as inhibitors | 3.4% of 340,000 active | AID 651820; note: potency is the fitted concentration of half-maximal effect; % is set by controls: 0 for no effect and ±100 for the full control effect
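Whole-lifecycle infectious HCVcc-Cre system; cells 1,000/well, compound then virus (~0.5 moi) added 4 h after plating, 44 h culture. Luciferase read 15 sec following 15 min substrate incubation, room temp.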
Pf growth 48h: inhibits P. falciparum growth in the first generation, 48 h | 5.9% of 310,000 active | P. falciparum luciferase growth in erythrocytes, 48 h | AID 504832 | Potency, µM (titrated, usually from 28.7 µM), for the others: at the top dose activity change, negative = inhibition, most hits filed as inhibitors; note: potency is the fitted concentration of half-maximal effect; % is set by controls: 0 for no effect and ±100 for the full control effect
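Firefly luciferase activity from engineered P. falciparum reports growth; inhibitors lower the luminescent signal. Cultures contained 2% hematocrit erythrocytes at 0.1% final parasitemia.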
The depositor's hits bear a star; i = inactive; ? = inconclusive; . = not tested or not shown; [ ] = another dose, or the depositor's remark. Unless noted, calls come from the whole dose curve; as a rule, active = well fitted curve in the direction sought with a large enough effect; inconclusive = small, poorly fitted or top-dose-only effect, or another doubt; inactive = no such curve, though single readings can be large; an effect the other way counts as inactive or inconclusive.

Results follow in this order: CHX counter	Shiga toxin inh	Pf growth 96h	FBPA Giardia inh	HCV inhibitor	Pf growth 48h
CCOc1ccccc1NC(=O)C(Sc1nnc2ccccn12)c1ccccc1 (stereo unspecified)
→ -2	-12	?	-1%	?	?
NS(=O)(=O)c1ccc(CCNS(=O)(=O)c2cccs2)cc1
→ -1	-7	17%	.	29%	16%
CCc1nc(SCC(=O)N2CC(=O)Nc3ccccc32)c2c(C)c(C)sc2n1
→ -4	-6	-145%	1%	-16%	?
O=S(=O)(Nc1ccc(Cl)cc1)c1ccc(N2CCOCC2)c(NC(=S)NC2CC2)c1
→ -2	-15	?	-12%	-10%	-29%
CCOC(=O)Nc1ccc(NS(=O)(=O)c2ccc(C)cc2)cc1
→ -1	-3	-29%	-4%	?	0%
O=C(CN1C(=O)c2ccc([N+](=O)[O-])cc2C1=O)NCc1ccco1
→ -4	-8	-5%	-7%	15%	-2%
O=C1OC(c2cccs2)=N/C1=C/c1ccc(-c2cccc(C(=O)O)c2)o1
→ 26*	27	30%	-21%	11%	99%[activator]
Cc1cc(C(=O)N/N=C/c2c(C)nn(-c3ccccc3)c2Cl)n[nH]1
→ 18*	49*	-7%	-7%	-15%	?
CCC(C)C1/C=C\CCCC(=O)N1Cc1ccc(C)cc1 (stereo unspecified)
→ -1	i	.	-2%[89.2 µM]	.	.
Cn1c(SCC(=O)C(C)(C)C)nnc1-c1ccc(F)cc1
→ 25	21	-10%	4%	3%	10%
COc1ccc(-c2nn(CCC#N)cc2C(=O)Nc2cccc([N+](=O)[O-])c2)cc1OC
→ -1	-2	7%	12%	-5%	-1%
O=C(N/N=C/c1ccc([N+](=O)[O-])cc1)c1cccnc1
→ 3	8	249%[activator]	5%	10%	40%[activator]
COc1cc(NC(=O)CSc2nnc3n2C(C)(C)Cc2ccccc2-3)cc(OC)c1
→ -1	-4	4.1µM*	-2%	-7%	?
Cn1c(=O)n(Cc2ccccc2Cl)c(=O)c2c1[nH]c(=S)n2C
→ 12	-5	-5%	-28%	3%	-4%
O=C(COC(=O)CC1SC(N2CCCC2)=NC1=O)Nc1c(F)c(F)c(F)c(F)c1F (stereo unspecified)
→ .	.	-8%	.	-26%	-22%
CC(C)OCCCn1c(-c2ccco2)nc2nc3ccccc3nc21
→ 13*	21	3.3µM*	-7%	10%	?
COC(=O)Cc1ccc(NC(=S)NCCSc2ccc(Cl)cc2)cc1
→ 1	14	-15%	-1%	-11%	-12%
COC(=O)C(O)(CC(=O)Nc1ccc(Cl)cc1F)C(F)(F)F (stereo unspecified)
→ -3	2	24%	6%	7%	-1%
N#Cc1ccc(N/N=C/c2cn(-c3ccccc3)nc2-c2ccccc2)c([N+](=O)[O-])c1
→ -2	10	0.52µM*	20%	6%	?
C=CCNC(=O)C1CCN(S(=O)(=O)c2ccccc2)CC1
→ -2	-9	-1%	5%	17%	2%
O=C(NC1=NCCS1)C1CC(=O)N(c2ccc(Cl)cc2)C1 (stereo unspecified)
→ 9	24	0%	1%	12%	68%[activator]
CC1CCCCN1C(=O)C12CCC(C)(C(=O)C1)C2(C)C (stereo unspecified)
→ 7	-7	1%	6%	17%	2%
Clc1cccc(Nc2nc(-c3ccncc3)cs2)c1
→ 0	-5	30%	2%	10µM*	-4%
CCCc1nc(SCC(=O)NCC2CCCO2)c2c(=O)n(C)c(=O)n(C)c2n1 (stereo unspecified)
→ 13	-6	-24%	.	2%	2%
CC(=O)Nc1cc2c3c(c1)CCN3C(=O)CC2
→ 4	-11	31%[activator]	6%	24%	34%[activator]
CC(C)NC(=O)c1onc(CSc2ccccc2F)c1C(=O)O
→ -4	-14	26%	2%	34%[activator]	13%
Nc1nc2nc(-c3ccccc3)cc(C(F)(F)F)c2s1
→ -1	-7	-5%	-1%	-21%	-1%
Cc1ccc(S(=O)(=O)Nc2cccc(C(=O)NCc3cccnc3)c2)cc1F
→ .	.	7%	.	?	3%
CC1(C)OC(C(O)(c2ccccc2)c2ccccc2)[C@@H](C(O)(c2ccccc2)c2ccccc2)O1 (stereo partly specified)
→ -3	-3	?	-8%	21%	?
COc1ccc(-c2oc3ccccc3c2C(=O)OCc2ccc([N+](=O)[O-])cc2)cc1
→ 1	-4	34%[activator]	-9%	5%	21%

Entries listed so far containing a nitro group on carbon, in the order listed:
Results follow in this order: CHX counter	Shiga toxin inh	Pf growth 96h	FBPA Giardia inh	HCV inhibitor	Pf growth 48h
O=C(CN1C(=O)c2ccc([N+](=O)[O-])cc2C1=O)NCc1ccco1
→ -4	-8	-5%	-7%	15%	-2%
COc1ccc(-c2nn(CCC#N)cc2C(=O)Nc2cccc([N+](=O)[O-])c2)cc1OC
→ -1	-2	7%	12%	-5%	-1%
O=C(N/N=C/c1ccc([N+](=O)[O-])cc1)c1cccnc1
→ 3	8	249%[activator]	5%	10%	40%[activator]
N#Cc1ccc(N/N=C/c2cn(-c3ccccc3)nc2-c2ccccc2)c([N+](=O)[O-])c1
→ -2	10	0.52µM*	20%	6%	?
COc1ccc(-c2oc3ccccc3c2C(=O)OCc2ccc([N+](=O)[O-])cc2)cc1
→ 1	-4	34%[activator]	-9%	5%	21%

(list continues)
Results follow in this order: CHX counter	Shiga toxin inh	Pf growth 96h	FBPA Giardia inh	HCV inhibitor	Pf growth 48h
Cc1ccc(SCC(=O)Nc2cccc(C)c2)cc1
→ 19*	24	?	-1%	?	17%
O=C(CCn1c(=O)oc2ccccc21)Nc1ccccc1
→ -7	13	-14%	6%	9%	24%
CCC(CC)c1nnc(NC(=O)c2nc3nc(C)cc(C)n3n2)s1
→ 8	14	-12%	6%	12%	.
COC(=O)C1=C(c2ccc(OC(F)(F)F)cc2)C[C@@H]2CC[C@H]1N2C(=O)NCCNC(C)=O
→ .	.	27%	.	-21%	?
COCCNC(=O)Cn1cc(/C=C2\C(=O)NC(=O)N(c3cccc(C)c3C)C2=O)c2ccccc21
→ -5	-5	7%	2%	41%[activator]	1%
Cc1noc(/C=C/c2nn(C)cc2Cl)c1[N+](=O)[O-]
→ 2	7	?	2%	?	?
Cc1ccc(-n2c(SCC(=O)Nc3ncc(Cl)cc3Cl)nc3ccccc32)cc1
→ 1	-6	?	-2%	?	?
O=S1(=O)N=C(N2CCCc3ccccc32)c2ccccc21
→ 2	3	-27%	-1%	6%	2%
Cc1csc(Sc2ccc([N+](=O)[O-])cc2C(=O)OCC(=O)NC(=O)NC(C)(C)C)n1
→ -2	-19	-20%	-9%	-5%	.
CCOc1ccc(NC(=O)CC2Nc3ccccc3NC2=O)cc1 (stereo unspecified)
→ 7	23	-13%	-1%	13%	49%[activator]
O=C(CC(Sc1n[nH]c(-c2ccccc2)n1)c1ccccc1)NCc1ccccc1 (stereo unspecified)
→ -5	-10	1%	-17%	13%	-8%
Cc1ccc(CN(C(=O)c2ccc(Cl)c([N+](=O)[O-])c2)C2CCS(=O)(=O)C2)o1 (stereo unspecified)
→ 22	31	30%	12%	?	18%
CCN(C(=O)Cn1cnc2c(nc3n2CCCCC3)c1=O)c1cccc(Cl)c1
→ -3	-5	-29%	.	17%	-10%
COc1ccc(/C=C(/NC(=O)c2ccccc2)C(=O)N/N=C/c2cccs2)cc1OC
→ -3	15	0%	4%	-15%	-3%
CCOc1ccc2c(c1)n(CO)c(=S)n2CO
→ -2	1	.	?	19%	15%
COC(=O)c1ccc(N2C(=O)CC(Sc3n[nH]c(C)n3)C2=O)cc1 (stereo unspecified)
→ -2	14	-15%	-18%	5%	0%
CC1=CC(C)C(COC(N)=O)(COC(N)=O)C(C)C1 (stereo unspecified)
→ 1	27	.	1%	13%	4%
CCOC(=O)c1sc(NC(=O)c2cc3ccccc3o2)nc1C
→ 40*	61*	?	2%	-21%	370%[activator]
Cc1nnc(SCC(=O)O)s1
→ -2	2	21%	2%	18%	38%[activator]
CCOC(=O)N1CCC(NC(=O)CCc2c(C)nc3c(c(C)nn3C(C)(C)C)c2C)CC1
→ 1	17	57%[activator]	-13%	5.6µM*	12µM*
c1ccc(OCc2nc(-c3cccs3)no2)cc1
→ 45*	76*	248%[activator]	0%	.	.
C=CCSc1nc(Oc2ccccc2)c2sccc2n1
→ -7	-19	-20%	0%	-30%	-4%
COc1cc(Br)cc(/C=N/c2ncn[nH]2)c1O
→ -3	-10	1%	?	21%	0%
CSc1ccc(S(=O)(=O)N2CCN(Cc3ccc4c(c3)OCO4)CC2)cc1
→ -4	-16	10%	-1%	-9%	16%
Cc1ccnc(-n2c(C)cc(/C=C3\C(=O)NC(=S)N(C)C3=O)c2C)c1
→ -5	-2	-6%	-18%	31%[activator]	-3%
OC12CC3C[C@H](C1)C(N1CCOCC1)[C@@H](C3)C2 (stereo partly specified)
→ -3	-14	?	?	9%	1%
CCO[C@@H]1OC(C(=O)O)=C[C@H](C2CC2)[C@H]1CCCO
→ -1	-10	29%	-11%	14%	20%
Cc1cc(C)c(NC(=O)NC(=O)c2ccc(F)cc2)c(C)n1
→ 28*	34*	.	0%	3%	64%[activator]
O=C(Nc1ccccn1)C(NS(=O)(=O)c1cccc2nsnc12)c1ccccc1 (stereo unspecified)
→ 0	-4	31%[activator]	-11%	-5%	2%
Cc1ccccc1C(=O)Nc1ccc(N2CCN(C)CC2)nc1
→ 22*	52	106%[activator]	-7%	-1%	63%[activator]
Cc1ccc(S(=O)(=O)n2nccc2-c2c(-c3ccccc3)noc2C)cc1
→ 1	-5	?	-2%	-55%	5.9µM*
COc1cccc(CNc2nc3nc(C)c(Cl)c(C)n3n2)c1
→ 35*	48*	23%	0%	-28%	76%[activator]
Cc1ccc(CN(C)C(=O)c2cccc(S(=O)(=O)N3CCc4ccccc4C3)c2)o1
→ .	.	0%	.	?	9%
COc1cc([N+](=O)[O-])ccc1NC(=O)C1CCCN(S(C)(=O)=O)C1 (stereo unspecified)
→ .	.	8%	.	1%	13%
Cc1ccc(C)c(NC(=O)c2ccc(N(C)S(C)(=O)=O)cc2)c1
→ 2	8	.	-3%	5%	22%
COc1ccc(CCn2c(O)c(C=NCCCN(C)C)c(=O)[nH]c2=O)cc1OC
→ 1	-7	2%	9%	14%	7%
O=C(NCc1cccs1)C1CCC(CNS(=O)(=O)c2ccccc2)CC1 (stereo unspecified)
→ 7	22	81%[activator]	5%	5%	-4%
Cc1ccc(CN2C(=O)CCC2C(=O)NCCN(CC(C)C)CC(C)C)cc1 (stereo unspecified)
→ 26*	35	?	-7%	-23%	?
O=C(Nc1nc2c(F)cccc2s1)c1ccco1
→ 31*	28*	28%	-1%	17%	215%[activator]
C=CCn1c(SCC(=O)c2cc(C)n(C)c2C)nnc1-c1ccncc1
→ 3	2	-12%	-4%	-13%	0%
O=C1C(Cl)=C(N2CCOCC2)C(=O)N1c1cccc(C(F)(F)F)c1
→ 0	8	51%[activator]	7%	9%	23%
Cn1c(SC/C=C/c2ccccc2)nnc1-c1ccco1
→ 9	29	.	-9%	1%	?
COc1ccc(CN2CCc3ccccc3C2)cc1Br
→ 6	4	84%[activator]	?	-11%	?
CC1CCN(S(=O)(=O)c2ccc(C(=O)N3CCN(c4ccccc4F)CC3)cc2)CC1
→ -1	4	-30%	-2%	?	?
O=c1cc(CSc2ccc(Cl)cc2)nc2nc[nH]n12
→ 0	-25	3%	3%	15%	2%
COCCOC(=O)/C(=C\c1cc(C(C)(C)C)c(O)c(C(C)(C)C)c1)C(C)=O
→ 1	1	?	-4%	9%	-2%
COC(=O)CCCCC(=O)C1C(=O)CC(C)(C)C(C(=O)OC)C1=O (stereo unspecified)
→ -3	-18	.	5%	3%	-11%
CCCn1c(N2CCN(C(=O)Nc3ccc(Cl)cc3)CC2)nc2ccccc21
→ -2	12	-11%	1%	?	?
Cc1cnc(C(=O)OCC(=O)Nc2ccc(C)c(S(=O)(=O)N(C)C)c2)cn1
→ -1	-1	-7%	-9%	9%	?
